S1P3 antag – blocks the human S1P3 receptor; inhibition, % at 4.98 µM; hit rate 0.27% among 170,000; Q99500; CHO S1P3 NFAT-BLA reporter, FRET fluorescence, antagonist mode; AID 485;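 active = inhibition above the plate cutoff, the mean inhibition of test wells on that plate plus 3 SD, cut at about 28% in these data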;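 note: cells challenged with S1P at its EC80 of 0.8 µM; blue over green emission ratio from cleaved BLA substrate after 4 h stimulation; 0% = S1P-stimulated wells and 100% = unstimulated DMSO-only wells; some compounds past the cut are filed as inactive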
Target sequence (Q99500 whole entry, looked up): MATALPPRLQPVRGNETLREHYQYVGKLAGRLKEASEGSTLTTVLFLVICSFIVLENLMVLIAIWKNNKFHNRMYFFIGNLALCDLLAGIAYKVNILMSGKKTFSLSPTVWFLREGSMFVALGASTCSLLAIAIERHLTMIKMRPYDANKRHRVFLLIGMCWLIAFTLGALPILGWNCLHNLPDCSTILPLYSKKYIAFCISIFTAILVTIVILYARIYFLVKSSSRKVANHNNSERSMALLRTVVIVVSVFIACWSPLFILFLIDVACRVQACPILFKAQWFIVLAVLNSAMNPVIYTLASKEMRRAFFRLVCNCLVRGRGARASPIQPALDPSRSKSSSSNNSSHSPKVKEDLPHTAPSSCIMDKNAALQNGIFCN
* marks the source's active call; other numbers are inactive results. These rows are one share of the data; the hit share may differ from the screen's.

SMILES	S1P3 antag
CC1CCN(S(=O)(=O)N2CCC(C(=O)NCc3cccnc3)CC2)CC1	-9
Cc1onc(-c2ccccc2)c1-c1csc(COc2ccccc2)n1	11
O=C(c1cccc(F)c1)N1CCCC(C(=O)N2CCN(c3ccccc3)CC2)C1 (stereo not drawn)	-10
CCCCN=C1CC(C)(C)CC(=O)/C1=C(/O)CCC	-14
N=C1C(c2ccccc2)=C(O)CN1c1cccc(S(=O)(=O)NCc2ccco2)c1	0
Cc1[nH]c2ccccc2c1SCc1nnc(SCc2ccccc2)n1C	-5
Cc1snc2sc(C(=O)c3ccc(F)cc3)c(N)c12	10
CCN(C(=O)COC(=O)c1cc(=O)[nH]c2ccccc12)C1CCS(=O)(=O)C1 (stereo not drawn)	0
COc1cc(/C=N/NC(=O)C(=O)NCC2CCCO2)cc(Cl)c1O (stereo not drawn)	10
CNC1(C(N)=O)CCNCC1	-5
Cc1ccc(/C=C/S(=O)(=O)NCC(=O)OCC(=O)N2CC(=O)Nc3ccccc32)cc1	-9
Cc1noc(C)c1-c1nc(CS(=O)(=O)c2ccc(F)cc2)no1	-3
N#CNC(=Nc1cccc(C(F)(F)F)c1)SCc1ccc(C(=O)O)cc1	4
Nc1cccc(S(=O)(=O)Nc2ccc(Br)cc2)c1	5
O=C(c1cc(C(=O)N2CCOCC2)c2nc3ccccc3n2c1)c1ccccc1O	0
N/C(=N\OC(=O)c1ccc(Cl)cc1[N+](=O)[O-])c1cccnc1	-3
C/C(=N\N)c1c(-c2ccccc2)c2cc(C)ccc2[nH]c1=O	9
Cc1nnc(Sc2nc3c(c(=O)[nH]c(=O)n3C)n2Cc2ccccc2Cl)s1	-3
c1ccc(-c2nnc3n2-c2ccccc2SC3)cc1	-1
CNC(=S)N/N=C/c1ccc(N(C)C)cc1	4
CC(=O)Nc1ccc(S(=O)(=O)N(C)c2ccc(OCC(=O)OCC(=O)NCc3ccco3)cc2)cc1	18
Cc1cc(Cl)ccc1NNC(=O)c1snnc1C	19
NS(=O)(=O)c1cccc(NC(=O)Nc2ccc(Cl)cc2)c1	-5
CC(=O)Nc1cccc(CP(=O)(c2ccccc2)c2ccccc2)c1	-9
COc1ccc(NC(=O)N2CCC(CO)(CC3CCCCO3)CC2)c(OC)c1 (stereo not drawn)	-22
Cc1ccc(N2CC(=O)N(NC(=O)CN3CCN(c4ccccc4)CC3)CC2=O)cc1	-9
O=C(NC(=S)Nc1ccccc1C(=O)O)c1ccc2ccccc2c1	-6
Cc1ccc2nc(NCC(=O)NN)nc(-c3ccccc3)c2c1	16
Cc1ccccc1-n1c(=O)n(CCc2ccccc2)c(=O)c2[nH]cnc21	-9
Cc1cc(C)c(-n2[nH]nnc2=S)c(C)c1	-6
Cn1cccc1/C=N/N1CCN(Cc2cccc3ccccc23)CC1	1
NC1=C(O)C(=O)C(c2ccccc2)O1 (stereo not drawn)	-5
Cc1onc(-c2ccccc2)c1C(=O)N(Cc1ccccn1)Cc1ccccn1	8
O=[N+]([O-])c1cccc(-c2nnc(C3CC3)o2)c1	-13
CC(C)(C)C(=O)O/N=C(\N)c1ccc(-c2csnn2)cc1	4
Cc1cnc(C(=O)Nc2cccc(-c3nnc4n3CCCCC4)c2)cn1	-26
Cc1nn(-c2ccccc2)c(N)c1N=Nc1cccc(S(=O)(=O)N2CCOCC2)c1	9
CCn1cc(C(=O)Nc2cccc(C(=O)OC)c2)c(=O)c2ccc(C)nc21	6
O=C(Nc1ccc(Br)cc1)C1OCCc2ccccc21 (stereo not drawn)	10
Cc1ccc2[nH]cc(CCNC(=O)/C=C/c3ccco3)c2c1	-5
COc1cc(/C=C/C(=O)O)cc(S(=O)(=O)N2CCCc3ccccc32)c1OC	-13
Cc1nc2ccc(NC(=O)C3COc4ccccc4O3)cc2s1 (stereo not drawn)	-9
CCC(=O)NC(=S)Nc1ccc(NC(=O)c2cccnc2)cc1	-4
COC(=O)C1=C(C)Nc2nc3ccccc3n2C1c1cc(OC)c(OC)c(OC)c1 (stereo not drawn)	-24
CCOc1ccccc1/C=N/Nc1nc2c(N)ncnc2n1[C@H]1O[C@@H](CO)[C@H](O)[C@@H]1O	-9
COc1nc2c(C)cccc2cc1-c1noc(-c2ccncc2)n1	-29
CCCCC/C=N/NC(=O)c1[nH]c2ccc([N+](=O)[O-])cc2c1C	-7
COc1cc(/C=C2\CCOC2=O)cc(OC)c1OC	-11

Ordered by formula weight (largest number first): 5 of the compounds above.
SMILES	S1P3 antag
COC(=O)C1=C(C)Nc2nc3ccccc3n2C1c1cc(OC)c(OC)c(OC)c1 (stereo not drawn)	-24
COc1cc(/C=C/C(=O)O)cc(S(=O)(=O)N2CCCc3ccccc32)c1OC	-13
Cc1nc2ccc(NC(=O)C3COc4ccccc4O3)cc2s1 (stereo not drawn)	-9
COc1nc2c(C)cccc2cc1-c1noc(-c2ccncc2)n1	-29
COc1cc(/C=C2\CCOC2=O)cc(OC)c1OC	-11

Returning to the listing, repeating the 2 entries before the break.
SMILES	S1P3 antag
CCCCC/C=N/NC(=O)c1[nH]c2ccc([N+](=O)[O-])cc2c1C	-7
COc1cc(/C=C2\CCOC2=O)cc(OC)c1OC	-11
Nc1nc(Nc2ccccc2F)nc(NCCO)c1[N+](=O)[O-]	-16
O=C(Nc1nnc(C2CC2)s1)c1n[nH]c(=O)c2ccccc12	-2
O=[N+]([O-])c1ccc(Cl)c(/C=N/n2c(-c3ccncc3)n[nH]c2=S)c1	-6
COc1ccc(Oc2nc3c(C)cccn3c(=O)c2/C=C(\C#N)C(N)=O)cc1	-8
CCCCC(C)n1[nH]c(=O)c2c(C)cc(C)nc21 (stereo not drawn)	2
CCN(CC)S(=O)(=O)c1ccc(C)c(NC(=O)CN2CCN(Cc3ccccc3)CC2)c1	-4
O=C(CSC(=S)N1CCCCC1)Nc1ncc2c(n1)CC(c1ccco1)CC2=O (stereo not drawn)	0
CN(c1cnn(-c2ccccc2)c(=O)c1Cl)n1cccc1	-2
COc1ccc(C2c3[nH]c4ccccc4c3CCN2CCCn2cccn2)c(F)c1 (stereo not drawn)	0
Cc1noc(-c2ccccc2)c1NC(=O)Nc1ccccc1	-2
CCOc1nc(-c2ccc(OC)cc2)ccc1-c1noc(-c2ccncc2)n1	-27
COc1ccc2c(c1)c(CC(=O)Nc1cccc(S(N)(=O)=O)c1)c(C)n2C(=O)c1ccc(Cl)cc1	5

The last 4 records of the part above lead into the next.
SMILES	S1P3 antag
COc1ccc(C2c3[nH]c4ccccc4c3CCN2CCCn2cccn2)c(F)c1 (stereo not drawn)	0
Cc1noc(-c2ccccc2)c1NC(=O)Nc1ccccc1	-2
CCOc1nc(-c2ccc(OC)cc2)ccc1-c1noc(-c2ccncc2)n1	-27
COc1ccc2c(c1)c(CC(=O)Nc1cccc(S(N)(=O)=O)c1)c(C)n2C(=O)c1ccc(Cl)cc1	5
Cc1ccc(-c2csc3ncnc(SCC(=O)O)c23)cc1	-4
O=C(O)c1cccc(-c2ccc(/C=c3/sc4nc5ccccc5n4c3=O)o2)c1	-7
CC(=O)Nc1ccc(-c2ccc(NC(C)=O)c(O)c2)cc1O	-2
O=C(C1=C(O)C(=O)N(CCOCCO)C1c1cccc([N+](=O)[O-])c1)c1cccs1 (stereo not drawn)	-4
O=C(Cc1ccccc1)c1ccc(Cl)cc1	-1
CCOc1ccc(N2C(=O)S/C(=C\c3cc(OC)c(OC)c(OC)c3)C2=O)cc1	4
O=C1CC(NNC(=O)c2cccc(F)c2)C(=O)N1 (stereo not drawn)	5
O=C(O)CC1(CC(=O)Nc2ccc(F)c(Cl)c2)CCCCC1	6
CCOC(=O)NCc1ccc2[nH]c(C)cc2c1	-36
COc1ccc2c(Cl)c(C(=O)OCC(=O)c3ccc4c(c3)NC(=O)CO4)sc2c1Cl	13
Cc1cc(C)n(CCNC(=O)c2cc(COc3ccc4ncccc4c3)on2)n1	15
COC(=O)c1cccc(NC(=O)Nc2ccc(Cl)cc2Cl)c1	-39
C/C(Cc1ccccc1)=N\NC(=O)CNC(=O)COc1ccccc1	1
O=C(Nc1ccc(F)c(Cl)c1)c1nsc(Cl)c1Cl	-2
CC(=O)NS(=O)(=O)c1ccc(NC(=O)c2cc3c(=O)n4ccccc4nc3s2)cc1	3
CCCCCC(=O)NNC1CC(=O)N(c2ccccc2)C1=O (stereo not drawn)	0
CC(=Nc1ccc(Br)cc1)c1sc2ccccc2c1O	20
CCOC(=O)c1nc(C)nc(Sc2n[nH]c(-c3ccccc3)n2)c1C	7
CN(C)S(=O)(=O)c1ccc(NC=C(C#N)C#N)cc1	10
NC(=O)c1cccnc1Oc1ccccc1	-7
NC(=O)c1ccc(NC(=O)c2cccc3c2OCCCO3)cc1	-5
COc1cc2ccccc2cc1C(=O)NC(=S)Nc1cccc(C(=O)O)c1C	0
CCOC(=O)/C(C#N)=C/Nc1ccccc1NS(=O)(=O)c1ccc(C)c(C)c1	-19
O=C(CCC(=O)N1CCN(c2ccc(F)cc2)CC1)c1ccc(F)cc1	14
Cc1cc(C)n2nc(SCc3ccccc3)nc2n1	-2
CC1CN(C2=NC(=O)/C(=C3/C(=O)N(Cc4ccc(F)cc4)c4ccccc43)S2)CC(C)O1 (stereo not drawn)	-17
O=C(Nc1nc2nccc(-c3ccccc3)n2n1)c1ccccc1	2
COc1ccc(Br)c(OC)c1C(=O)NC(=O)Nc1nc(C)cc(C)n1	0
CCOC(=O)C(c1ccccc1)C(Nc1ccc(F)cc1)c1ccccn1 (stereo not drawn)	3
CC1C(c2ccccc2)=NNc2nc3c(c(=O)n(C)c(=O)n3C)n21 (stereo not drawn)	-1
O=C(NCc1cccnc1)C(=O)Nc1nc(C23CC4CC(CC(C4)C2)C3)cs1	12
O=C(CN1C(=O)NC2(CCCC2)C1=O)OCc1cc(=O)n2cc(Br)ccc2n1	0
Cc1csc2ncc(C(=O)Nc3cccc(C(F)(F)F)c3)c(=O)n12	-7
Nn1c(SCc2ccc(F)cc2)nnc1-c1ccncc1	-11
CCN1CNC(=S)N(c2ccccc2C)C1	5
COc1nc(Nc2nc3ccccc3c(=O)[nH]2)nc2ccc(C)cc12	70*
C=CCN1C2=NCCCN2c2ccccc21	-12
S=C(NCc1cccs1)Nc1cc(Cl)cc(Cl)c1	-9
Cn1c(=O)c2c(nc(SC3C(=O)CC(C)(C)CC3=O)n2C)n(C)c1=O	-11
CN(CCN(C)C(C)(C)C)C(=O)C(c1ccccc1)c1ccccc1	-9
Cc1cc(N/N=C/c2ccc(N(C)C)cc2)nc(NCc2ccccc2)n1	10
O=c1[nH]c(SCc2cccc(F)c2)nc2ccccc12	11
Clc1cc2c(nn1)Nc1ccccc1S2	-4
CC(C)C(=O)Nc1ccc(C(=O)NNC(=S)NC(=O)c2ccco2)cc1	-1
Cc1cc(=O)[nH]c(SCC(=O)Nc2cc(S(=O)(=O)N3CCCC3)ccc2Cl)n1	-9
COc1cccc(C2C(C(=O)c3sc(C)nc3C)=C(O)C(=O)N2CCN(C)C)c1OC (stereo not drawn)	-13
Cc1cccc2cc(CN(CC3CCCO3)S(=O)(=O)c3ccccc3)c3nnnn3c12 (stereo not drawn)	-50
O=C(CNC(=O)c1ccc(F)cc1)N/N=C/c1cc(Br)ccc1OC(=O)/C=C/c1ccco1	-6
CC1(C)CC(=O)C(N=Nc2ccc(F)cc2)=C(O)C1	-9
Cc1c(/N=C(\[O-])Nc2ccc(Br)cc2)sn[n+]1C	-2
COc1ccc(N(CC(=O)Nc2cc([N+](=O)[O-])ccc2C)S(C)(=O)=O)cc1OC	10
O=C(c1ccc(S(=O)(=O)N2CCCC2)cc1)N1CCC(CN2C(=O)c3cccc4cccc(c34)C2=O)CC1	-4
CCCN(CCC)C(=O)c1cc([N+](=O)[O-])cc2c1-c1ccc([N+](=O)[O-])cc1C2=C(C#N)C#N	-4
Nc1[nH]n(-c2ccccc2)c(=O)c1N=Nc1ccc2c(c1)OCO2	2
CC1CC(Nc2ccccc2)c2ccccc2N1C(=O)c1ccco1 (stereo not drawn)	-3
CCn1cc(C(=O)Nn2cnnc2)c(=O)c2ccc(C)nc21	-2
CNC(=O)c1[nH]cnc1C(=O)Nc1ccc(Cl)cc1	3
Cc1ccc(C2/C(=C(\O)c3c(C)nc4ccccn34)C(=O)C(=O)N2CCCN2CCOCC2)o1 (stereo not drawn)	-31
CCCn1nnc(NC(=O)/C=C/c2ccco2)n1	-11
COC(=O)/C(C#N)=C/c1cc(C)sc1C	8
Continuation.
SMILES	S1P3 antag
CC(=O)Nc1ccc(NC(=O)c2c([N+](=O)[O-])c(C(C)(C)C)nn2C)cc1	1
Oc1ccc(/C=N/N2CCN(c3ccccn3)CC2)cc1	-3
CC(=O)c1c(C)nn(C(=O)N2CCOCC2)c1C	11
CC1=NNC(=O)C1CCC(=O)N/N=C/c1ccc(C)cc1 (stereo not drawn)	-4
COc1cccc(OC)c1C(=O)NC(=S)NNC(=O)[C@H]1C[C@@H]1c1ccccc1	-2
Cn1nc(C(=O)Nc2cccc(S(N)(=O)=O)c2)c2ccccc2c1=O	-9
O=C(Nc1cccc(S(=O)(=O)NC2=NCCCCC2)c1)c1cccnc1Cl	-16
CC(/C=N/n1c(-c2n[nH]c3c2CCC3)n[nH]c1=S)=C\c1ccco1	2
N#CCCN1CCCc2cc(N=Nc3ccc(C(F)(F)F)cc3)ccc21	-7
O=S(=O)(c1ccc(NC(=S)NCc2ccncc2)cc1)N1CCCCC1	-7
O=C(Cn1c(NCCO)nc2ccccc21)NCC(F)(F)F	-5
COC(=O)/C(C#N)=C\c1c(OC)[nH]c2ccccc12	0
CC1(NC(=S)Nc2ccc(NC(=S)NC3(C)CCS(=O)(=O)C3)cc2)CCS(=O)(=O)C1 (stereo not drawn)	-5
CCn1c(/C=C/c2ccccc2C)nc2ccccc2c1=O	9
O=C(O)c1ccc2ncsc2c1	-5
O=c1[nH]cc(-c2ccccc2)c(=O)[nH]1	5
O=c1[nH]c2c(s1)C(c1cccnc1)C1C3CCC(C3)C1S2 (stereo not drawn)	-1

Quoted from the listing.
Under S1P3 antag, CCn1c(/C=C/c2ccccc2C)nc2ccccc2c1=O is entered as 9
Under S1P3 antag, O=c1[nH]cc(-c2ccccc2)c(=O)[nH]1 is entered as 5
Under S1P3 antag, O=C(O)c1ccc2ncsc2c1 is entered as -5
